Compound activity deposited in PubChem BioAssay by National Center for Advancing Translational Sciences (NCATS).
p53null 39C tox – p53 null cell cytotoxicity, nonpermissive temperature | H1299 p53-null (neo) cells, 39C, ATPlite viability, 24 h | Potency, µM (top dose mostly 46.1 µM), without a hit: at the highest dose activity, negative = cell killing, actives largely listed as cytotoxic | 55,000 compounds, 0.97% hits | AID 904;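 note: potency is the fitted concentration of half-maximal effect; 0% = DMSO only and -100% = full killing by 100 µM tamoxifen; nearly all actives have a fitted effect of over 50% in size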
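Concentration-response (up to 46 uM) was run for 24 h at the nonpermissive 39C on H1299-p53A138V or H1299-neo cells. ATP content was measured with ATPlite luminescence. AC50 values were Hill-modeled after normalizing between DMSO and 100 uM tamoxifen killing.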
p53null 32C tox – kills p53 null cells at the permissive temperature; H1299-neo p53 null cells, ATP luminescence, 24 h, 32C; Potency, µM (doses to about 46.1 µM), for inactives: at the top dose activity change, negative = cytotoxicity, usual class: cytotoxic; 55,000 compounds, 0.62% hits;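 note: potency is the fitted concentration of half-maximal effect; 0% = DMSO only and -100% = full killing by 100 µM tamoxifen; nearly all actives have a fitted effect of over 55% in size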
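Overnight 37C seeding (600 cells/well) of H1299-neo preceded a 24 hr, 32C exposure to compounds up to 46 uM. ATP levels, read by luminescence after 20 min at RT, indicated surviving cells.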
FH mod – Identification of activators of human fumarate hydratase by quantitative high-throughput screening | 54,000 compounds, 0.22% hits | Fumarate hydratase, mitochondrial (Homo sapiens), P07954 | AID 1347055, 2019 | FH coupled MDH/diaphorase resazurin fluorescence, 15 min | Potency, µM (top dose mostly 79.9 µM), for inactives: top-dose activity change, negative = inhibition, hits mostly inhibitors; note: potency is the fitted concentration of half-maximal effect; % is set by controls: 0 for no effect and ±100 for the full control effect; the screen sought activators but most active calls are inhibition curves; nearly all actives have a fitted effect of over 45% in size
TSG101-PTAP inh – inhibitors of HIV-1 PTAP binding to human TSG101, validation | Q99816 | Fluorescence polarization, FITC-PTAP peptide/Tsg101, 20 min | Potency, µM (doses to about 115 µM), for the others: top-dose activity change, negative = inhibition, usual class: inhibitors | 44,000 tested, under 10 active | AID 1347069; note: potency is the fitted concentration of half-maximal effect; 0% is about no effect
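FITC-labeled PTAP peptide (50 nM final) binding to Tsg101 binding domain (10 uM final) read by fluorescence polarization after 20 min at r.t. in HEPES pH 7.5 buffer. Actives by CRC class, <25 µM.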
GALK inh – inhibits human galactokinase | Potency, µM (highest dose often 57.5 µM), without a hit: top-dose activity, negative = inhibition, hits mostly inhibitors | AID 1347072 | 44,000 tested, under 10 active | P51570 | recombinant GALK, Kinase-Glo ATP luminescence, 1 h;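 note: plate controls were full GALK reaction for no effect and reaction lacking GALK for full effect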
Target sequence (P51570 whole entry, looked up): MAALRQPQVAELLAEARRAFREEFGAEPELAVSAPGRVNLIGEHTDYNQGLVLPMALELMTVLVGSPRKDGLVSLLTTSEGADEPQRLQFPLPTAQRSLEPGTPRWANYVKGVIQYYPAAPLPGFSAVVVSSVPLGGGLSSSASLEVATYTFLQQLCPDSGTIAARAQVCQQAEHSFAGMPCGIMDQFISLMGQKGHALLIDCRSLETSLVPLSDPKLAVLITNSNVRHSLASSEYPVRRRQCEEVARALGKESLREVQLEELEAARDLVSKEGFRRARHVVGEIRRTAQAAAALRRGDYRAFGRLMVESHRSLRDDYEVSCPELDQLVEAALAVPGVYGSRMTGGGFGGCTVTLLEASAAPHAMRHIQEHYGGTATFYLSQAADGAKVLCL
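5 nM GALK; 35 uM ATP; 100 uM D-galactose; 20 mM HEPES pH 8.0, 5 mM MgCl2, 60 mM NaCl, 1 mM DTT, 0.01% BSA; 1 h RT; Kinase-Glo Plus luminescence.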
NTMT1 inh – NTMT1 methyltransferase inhibition. NTMT1 MTase-Glo SAH luminescence, purified enzyme. Potency, µM (top dose mostly 114 µM), inactives show at the top dose activity change, negative = inhibition, hits mostly inhibitors. 59,000 compounds, 2.5% hits;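 note: potency is the fitted concentration of half-maximal effect; plate controls were DMSO vehicle for no effect and no enzyme for full effect; nearly all actives have a fitted effect of over 65% in size; many of its hits are not listed in these tables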
Target sequence (Q9BV86 whole entry, looked up): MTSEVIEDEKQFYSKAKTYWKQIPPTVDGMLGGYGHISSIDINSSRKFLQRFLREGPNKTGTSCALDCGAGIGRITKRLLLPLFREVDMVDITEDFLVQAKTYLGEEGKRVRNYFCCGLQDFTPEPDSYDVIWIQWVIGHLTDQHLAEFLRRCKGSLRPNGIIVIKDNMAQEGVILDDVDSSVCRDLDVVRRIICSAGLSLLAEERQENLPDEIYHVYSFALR
B2AR arrestin ag – ADRB2 beta-arrestin recruitment. P07550. HTLA Tango cells, beta-arrestin recruitment, luciferase luminescence, 18 h. Potency, µM (highest dose often 46.1 µM), for the others: top-dose activation, most hits filed as activators. 44,000 tested, under 10 active;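 note: potency is the fitted concentration of half-maximal effect; 0% = DMSO and full agonism = EC100 isoproterenol or metaproterenol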
Target sequence (P07550 whole entry, looked up): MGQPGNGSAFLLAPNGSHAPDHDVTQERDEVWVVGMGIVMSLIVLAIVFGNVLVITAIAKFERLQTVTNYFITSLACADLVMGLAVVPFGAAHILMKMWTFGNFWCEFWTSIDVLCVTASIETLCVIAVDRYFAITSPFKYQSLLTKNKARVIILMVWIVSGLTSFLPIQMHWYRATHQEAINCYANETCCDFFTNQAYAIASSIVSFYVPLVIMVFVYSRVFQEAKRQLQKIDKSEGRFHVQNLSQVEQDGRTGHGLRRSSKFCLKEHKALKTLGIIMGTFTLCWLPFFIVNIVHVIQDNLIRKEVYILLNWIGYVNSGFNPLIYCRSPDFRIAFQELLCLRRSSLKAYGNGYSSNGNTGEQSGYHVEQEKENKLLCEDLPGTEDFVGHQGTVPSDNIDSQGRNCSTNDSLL
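Tango cells (recombinant beta2-AR, beta-arrestin, tTA-driven luciferase), 1500/well in DMEM 1% FBS, treated 18 h at 37 °C with compounds up to 46 µM; luciferin mix added, luminescence read after 15 min; %activity curves fitted and curve-classed.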
* = called active by the depositor; ? = inconclusive; nt = no result given; [ ] = dose if it differs, or a comment. Calls come from the whole dose curve; as a rule, active = well fitted curve in the direction sought with a large enough effect; inconclusive = small, poorly fitted or top-dose-only effect, or another doubt; inactive = no such curve, though single readings can be large; an effect the other way counts as inactive or inconclusive. Some of the compounds tested, so the mix of outcomes need not match the whole.

item	mol	TSG101-PTAP inh	GALK inh	NTMT1 inh	p53null 32C tox	B2AR arrestin ag	FH mod	p53null 39C tox
1	CCOC(=O)c1c(S(=O)(=O)N2CCCC(C(=O)Nc3ccccn3)C2)c(C)n(C)c1C (configuration not stated)	-4.5%	5.7%	-1.5%	4.4%	-1.9%	0.5%	-2.4%
2	CCOC(=O)c1cc(-c2ccccc2)n(CCCC(=O)Nc2cccc(Cl)c2C)c1C	3.7%	1.2%	11.8%	-12.2%	-0.1%	-14.5%	7.4%
3	Cc1ccc(C2=NN(CC(=O)NCCN(CC(C)C)CC(C)C)C(=O)CC2)cc1	-4.4%	?	-4.9%	-1.3%	2.2%	-3.3%	12.6%
4	CC1(C(=O)NC2CCCCC2)Cc2ccccc2C(=O)N1Cc1ccc(Cl)cc1 (configuration not stated)	0.3%	-1.9%	18.9%	-3.2%	-0.3%	-2.6%	10.4%
5	CCOC(=O)c1ccc(-n2c(CCC(=O)O)ccc2-c2ccccc2)cc1O	-4.3%	2.5%	-3.6%	-7.7%	1.1%	-8.3%	-9.1%
6	COc1ccc(Cl)cc1NC(=O)NCCn1c(=O)oc2ccc(C)cc21	-1.8%	-0.3%	-1.2%	13.6%	-1.6%	-17.1%	?
7	Cc1ccccc1NC(=O)c1nc(S(C)(=O)=O)ncc1N(Cc1ccco1)Cc1sccc1C	-1.8%	-1.0%	-1.5%	0.4%	1.7%	-25.7%	-12.0%
8	Cc1ccc(O)c(NC(=O)c2noc3c2CCCC3)c1	-1.6%	2.3%	nt	?	0.1%	nt	10µM*
9	O=C(NCc1ccccc1)c1nc(-c2ccc(Cl)cc2)n2c1CCCCC2	-1.1%	1.6%	nt	43.9%[activator]	-0.9%	nt	-16.2%
10	CC1=C(C(=O)OC2CCCCCC2)C(c2c(F)cccc2Cl)CC(=O)N1 (configuration not stated)	-1.8%	0.2%	9.0%	24.2%	-1.4%	?	25.0%

Reformatted with one line to a screen: entries from further up.
4) CC1(C(=O)NC2CCCCC2)Cc2ccccc2C(=O)N1Cc1ccc(Cl)cc1 (configuration not stated)
5) CCOC(=O)c1ccc(-n2c(CCC(=O)O)ccc2-c2ccccc2)cc1O
6) COc1ccc(Cl)cc1NC(=O)NCCn1c(=O)oc2ccc(C)cc21

| Compound | 4 | 5 | 6 |
| --- | --- | --- | --- |
| TSG101-PTAP inh | 0.3% | -4.3% | -1.8% |
| GALK inh | -1.9% | 2.5% | -0.3% |
| NTMT1 inh | 18.9% | -3.6% | -1.2% |
| p53null 32C tox | -3.2% | -7.7% | 13.6% |
| B2AR arrestin ag | -0.3% | 1.1% | -1.6% |
| FH mod | -2.6% | -8.3% | -17.1% |
| p53null 39C tox | 10.4% | -9.1% | ? |

(cont.)
item	mol	TSG101-PTAP inh	GALK inh	NTMT1 inh	p53null 32C tox	B2AR arrestin ag	FH mod	p53null 39C tox
11	CC(C)(C)OC(=O)N1CCC(c2c(C(=O)N3CCOCC3)cnn2-c2cccc(F)c2)CC1	0.5%	-0.2%	20.5%	-7.5%	0.3%	-6.5%	0.5%
12	CCCCSc1nnc2c(n1)OC(c1ccc(Br)s1)Nc1ccccc1-2 (configuration not stated)	-10.3%	-15.0%	-0.6%	-6.3%	-1.7%	-11.5%	-0.4%
13	COc1cc(NC(=O)Cn2nnc(-c3ccc(C(F)(F)F)cc3)n2)c(C(=O)O)cc1OC	0.2%	4.9%	9.2%	9.0%	-1.4%	-9.1%	46.8%[activator]
14	COc1ccc(-c2cc(C(=O)Nc3cc(C(F)(F)F)ccc3Cl)no2)cc1	-4.4%	0.0%	nt	-1.2%	0.3%	nt	-2.3%
15	COc1ccc(NC(=O)Cn2c(=O)n(CCCC(=O)NCc3ccccc3Cl)c(=O)c3ccccc32)c(OC)c1	-6.7%	-0.4%	-2.4%	-9.5%	-0.8%	-2.6%	13.5%
16	COc1ccc(Cl)cc1NC(=O)Cc1ccc(NC(=O)N2CCCCc3ccccc32)cc1	-3.7%	-0.3%	-5.0%	-8.9%	-0.4%	5.0%	9.1%
17	COC(=O)Cn1c(SCCOc2ccccc2Cl)nc2ccccc21	-3.5%	0.7%	14.3%	-11.7%	-2.7%	?	8.4%
18	COc1cc(OC)c(NC(=O)c2nn(-c3ccc(C)cc3)c(=O)c3c2c2ccccc2n3C)cc1Cl	-8.1%	1.8%	-21.0%	4.3%	0.3%	13.9%	9.0%
19	CCN(Cc1ccccc1)C(=O)c1c(C)oc2ncn(C)c(=O)c12	0.1%	1.1%	-1.0%	9.5%	-0.4%	14.6%	-6.9%
20	CCc1ccc(CNC(=O)c2ccc(-c3nc(CSc4ccc(C)cc4)c(C)o3)cc2)cc1	-1.2%	-1.2%	-3.2%	?	1.0%	4.4%	-13.8%

item	mol	TSG101-PTAP inh	GALK inh	NTMT1 inh	p53null 32C tox	B2AR arrestin ag	FH mod	p53null 39C tox
21	CCOC(=O)c1cc(-c2ccc(F)cc2)n(CCC(=O)Nc2cc(OC)cc(OC)c2)c1C	-3.7%	-0.3%	12.6%	2.5%	3.9%	?	20.6%
22	CCN(c1ccc(Cl)cc1)S(=O)(=O)c1nnc(NC(=O)C(C)C)s1	1.2%	1.4%	7.5%	9.3%	-0.9%	-7.3%	11.8%
23	O=C(CN1C(=O)COc2ccc(S(=O)(=O)N3CCOCC3)cc21)NCc1ccc(F)cc1	-2.4%	-2.3%	0.3%	0.0%	-0.2%	16.2%	?
24	O=C(NCc1ccccc1Cl)c1ccc2c(c1)nnn2C1CCCC1	2.2%	-2.2%	0.6%	2.5%	1.8%	-18.8%	-14.6%
25	CCOC(=O)c1cc(S(=O)(=O)N(C)c2ccccc2)[nH]n1	1.5%	-0.1%	10.2%	11.7%	3.1%	0.7%	35.5%[activator]
26	CCOC(=O)c1ccc(NC(=O)c2c(N3CCCC3=O)c3cc(OC)ccc3n2C)cc1	2.7%	-0.2%	5.4%	-10.1%	0.5%	-6.8%	3.1%
27	COc1ccc(C(=O)N2CCN(C(=O)COc3ccc(Br)cc3)CC2)cc1OC	-0.4%	-11.7%	2.5%	-22.3%	-1.4%	0.8%	?
28	CCc1ccc(C(=O)c2cn(CC(=O)Nc3cc(OC)cc(OC)c3)c3ccc(CC)cc3c2=O)cc1	-2.1%	-0.7%	-22.6%	1.4%	0.1%	4.0%	-11.5%
29	CCCCNS(=O)(=O)c1ccc2nc(-c3cccnc3)cc(C(=O)NCCCOC(C)C)c2c1	1.9%	1.2%	6.7%	-3.2%	0.1%	-4.8%	-6.4%
30	Cc1ccc(N2C(=O)CS(=O)(=O)C23C(=O)N(C)c2ccccc23)cc1F (configuration not stated)	-2.6%	0.7%	?	9.2%	-0.6%	-9.0%	-12.6%

item	mol	TSG101-PTAP inh	GALK inh	NTMT1 inh	p53null 32C tox	B2AR arrestin ag	FH mod	p53null 39C tox
31	Cc1ccc2c(c1)-c1c(cnc3cc(-c4ccc(Cl)cc4)nn13)CO2	1.0%	3.5%	14.0%	nt	1.0%	-3.0%	nt
32	Cc1ccc(CNC(=O)CN2C(=O)C3(SCC(=O)N3c3cc(C)cc(C)c3)c3ccccc32)cc1 (configuration not stated)	-10.7%	-2.6%	-1.6%	15.2%	?	?	28.3%
33	COc1ccc(NC(=O)COc2ccc(S(=O)(=O)NC3CCCCC3)cc2)cc1OC	-8.6%	5.7%	-1.6%	8.6%	-2.2%	-11.3%	?
34	Cc1ccccc1C(=O)Nc1nc(-c2nnn(-c3ccc(C(C)C)cc3)c2C)ns1	-4.8%	-2.6%	-0.2%	-2.9%	-0.5%	11.8%	-7.6%
35	COc1ccc(NC(=O)CSc2nc3ccccc3nc2N2CCC(C)CC2)cc1	-6.9%	6.4%	-12.6%	2.0%	0.3%	-21.9%	-26.1%
36	Cc1ccc(CNC(=O)c2c(C)oc3nc(C)nc(N4CCOCC4)c23)cc1	-2.2%	0.7%	2.5%	2.1%	0.7%	3.4%	-9.1%
37	Cn1nnnc1SCCCNCc1ccc(-c2cccc(Cl)c2)o1	-7.0%	-4.6%	2.7%	-3.0%	-4.6%	-12.8%	-10.0%
38	CC(=O)c1cccc(NC(=O)c2noc3c2CCCC3)c1	2.7%	7.3%	nt	?	0.9%	nt	?
39	CCOC(=O)N1CCC(NC(=O)c2ccc3c(c2)N(Cc2ccc(Cl)cc2)C(=O)c2ccccc2S3=O)CC1 (configuration not stated)	-0.7%	-0.5%	13.7%	-1.3%	0.7%	-25.8%	-4.2%
40	CCN1CCN(c2cc(C)c3cc(NC(=O)c4ccccc4F)ccc3n2)CC1	-0.9%	3.5%	-5.1%	-2.1%	-1.2%	-4.7%	-19.8%

item	mol	TSG101-PTAP inh	GALK inh	NTMT1 inh	p53null 32C tox	B2AR arrestin ag	FH mod	p53null 39C tox
41	CCC(=O)N1CCc2cc(S(=O)(=O)NCCC(=O)Nc3ccc(N(CC)CC)cc3C)ccc21	-0.1%	-1.8%	?	12.1%	7.2%	-18.4%	16.3%
42	Cn1c(NCc2cccc(Cl)c2)nc2ccccc21	-0.9%	-0.7%	2.7%	-10.9%	-2.5%	-5.1%	-7.5%
43	Cc1ccc(C)c(CN2C(=O)c3ccccc3S(=O)c3ccc(C(=O)N4CCCCC4)cc32)c1 (configuration not stated)	1.9%	8.0%	-2.8%	1.2%	0.7%	?	0.9%
44	CCOc1ccc(C(=O)Nc2nnc(SCc3cc(=O)c4cc(C)ccc4[nH]3)s2)cc1	2.0%	-1.9%	4.2%	-5.2%	0.0%	5.7%	-15.3%
45	CCOC(=O)c1ccc2c(c1)N(Cc1ccccc1)C(=O)c1ccccc1S2	1.4%	-1.2%	24.5%	28.8%	-0.4%	-18.0%	3.1%
46	CC(=O)c1cccc(NC(=O)Nc2nnc(N3CCCC3)s2)c1	-3.6%	0.7%	7.7%	0.3%	-2.6%	-3.6%	23.7%
47	COc1cccc(Nc2cc(-c3ccccc3)nc(C)n2)c1	-6.4%	4.5%	-3.2%	-6.4%	-2.3%	-20.8%	?
48	CCOc1ccccc1N(C)C(=O)C1CCCN(c2ncnc3c2nc2n3CCCCC2)C1 (configuration not stated)	0.2%	3.9%	3.0%	0.6%	0.1%	-17.4%	1.7%
49	COCCCNC(=O)CSc1nc2cc3c(cc2c(=O)n1CCCC(=O)NCc1ccc2c(c1)OCO2)OCO3	1.2%	0.8%	6.0%	-2.2%	-2.6%	-7.5%	-17.2%
50	COc1ccc(Nc2ncc(C(=O)Nc3cc(C)ccc3OC)c3ccccc23)cc1	2.2%	-5.1%	-0.2%	12.9%	0.0%	-27.3%	12.2%
51	COc1ccc(-n2ncc(C(=O)Nc3cccc(C(F)(F)F)c3)c2C2CCN(C(=O)OC(C)(C)C)CC2)cc1	-0.5%	1.5%	11.2%	-3.7%	-0.7%	-5.4%	-21.1%
52	O=C(NCc1ccc(Cl)cc1)c1cc2c(s1)-c1ccccc1SC2	-1.7%	-10.2%	-0.7%	12.7%	-1.1%	-22.6%	-19.0%
